Screening results deposited in PubChem by several laboratories.
V1R ag counter: agonists of human V1a receptor, primary screen, counter-screen for OXTR agonist project, fluorescence, CHO-V1R cells; Vasopressin V1a receptor (Homo sapiens), P37288; Fluo-8 calcium fluorescence, agonist mode; 0% DMSO, 100% 3 nM vasopressin; activation, % at 3 µM; hit rate 0.25% among 320,000; AID 2797, 2010;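 active means activation above the mean activation of all tested compounds plus 3 SD, per screening run, cut at about 20% in these data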;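 further: signal is peak over basal fluorescence ratio across a 100 second FLIPR read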
M18AAP inhibitor: PfM18AAP inhibitors, malaria aminopeptidase, primary screen, biochemical, QFRET, recombinant enzyme; hit rate 1.2% among 290,000; inhibition, % at 7.35 µM; AID 1822, 2009; H-Glu-NHMec fluorogenic cleavage;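 active means inhibition above the campaign mean inhibition over all tested compounds plus 3 SD, cut at about 28% in these data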;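 further: 0% = plate median of test compound wells and 100% = 2 mM ZnCl2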
NALP1 yeast inh: NALP1 inflammasome inhibitors in reconstituted yeast, colorimetric, S. cerevisiae, triplicate retest; S. cerevisiae NALP1/ASC/caspase-1 growth, X-gal OD620, 72 h; hit rate 0.61% among 280,000; inhibition, % at 10 µM; in the data active means inhibition mostly above about 24%, no sharp cut-off; inactive means mostly below about 32%; further: some compounds called inactive have numbers as strong as hits
MEKK2 WT-MEK5: modulators of MEK5 binding to wildtype MEKK2, primary screen, biochemical, multiplex bead flow cytometry, Alexa488-MEK5; binding response (% of control), % at 10 µM; Alexa488-MEK5 binding to MEKK2 WT; actives lie on both sides; hit rate 1.1% among 290,000; Mitogen-activated protein kinase kinase kinase 2 (Homo sapiens), Q9Y2U5; in the data active means binding response below about 67% or above about 130%
GPR7 antag: GPR7 receptor antagonists, primary screen, cell-based, fluorescence, single concentration; Neuropeptides B/W receptor type 1 (Homo sapiens), P48145; GPR7-expressing cells, fluorescence antagonist assay; inhibition, % at 4.4 µM; hit rate 1.1% among 290,000; AID 1861, 2009; in the data active means inhibition above about 16%, passing the limit was not always enough;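 further: cells stimulated with the agonist NPW; 0% = agonist with vehicle and 100% = vehicle without agonist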
Target sequence (P48145 whole entry, looked up): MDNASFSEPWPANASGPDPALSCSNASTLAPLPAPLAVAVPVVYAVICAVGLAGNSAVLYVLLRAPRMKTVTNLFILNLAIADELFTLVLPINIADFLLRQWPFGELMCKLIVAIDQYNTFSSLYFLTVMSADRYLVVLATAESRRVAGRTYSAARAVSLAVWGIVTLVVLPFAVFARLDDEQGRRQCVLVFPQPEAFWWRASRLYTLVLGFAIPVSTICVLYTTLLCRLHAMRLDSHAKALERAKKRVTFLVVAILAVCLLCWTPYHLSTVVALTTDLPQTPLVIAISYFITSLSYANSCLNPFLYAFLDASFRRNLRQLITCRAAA
MEKK2 mut-MEK5: MEK5 binding signal on mutant MEKK2 PB1, primary screen, biochemical, multiplex bead flow cytometry, Alexa488-MEK5; AID 1530, 2009; hit rate 0.35% among 290,000; Alexa488-MEK5 binding to MEKK2 mutant; percent response, % at 10 µM; in the data active means percent response above about 24%, passing the limit was not always enough; further: inactives centre near 1; some results filed as inactive read as strong as hits; reference of the scale not given here
OXTR ag: human OXTR agonists, primary screen, fluorescence, CHO-OTR cells, Fluo-8 calcium | Oxytocin receptor (Homo sapiens), P30559 | Fluo-8 calcium fluorescence; normalized: DMSO 0%, oxytocin 100% | activation, % at 3 µM | hit rate 0.32% among 320,000;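 active means activation above the mean of all tested compounds plus 3 SD, cutoff set per screening run, cut at about 20% in these data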;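 further: peak over basal fluorescence ratio from a 100 s FLIPR kinetic read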
Target sequence (P30559 whole entry, looked up): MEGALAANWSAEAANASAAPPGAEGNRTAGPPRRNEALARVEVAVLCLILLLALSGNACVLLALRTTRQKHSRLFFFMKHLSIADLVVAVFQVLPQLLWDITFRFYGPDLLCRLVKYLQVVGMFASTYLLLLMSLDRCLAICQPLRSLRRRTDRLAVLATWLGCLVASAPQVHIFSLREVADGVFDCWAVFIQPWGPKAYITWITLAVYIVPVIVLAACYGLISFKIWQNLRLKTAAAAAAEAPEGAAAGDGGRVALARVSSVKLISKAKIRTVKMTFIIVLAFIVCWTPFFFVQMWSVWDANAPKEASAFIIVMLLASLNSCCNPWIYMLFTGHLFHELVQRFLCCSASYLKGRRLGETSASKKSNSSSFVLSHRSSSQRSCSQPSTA
OXTR potentiator: human OXTR potentiators, primary screen, fluorescence, CHO-OTR cells, Fluo-8 calcium. activation, % at 3 µM. Fluo-8 calcium fluorescence, potentiator mode; 0% = oxytocin EC15, 100% = EC100. AID 2445, 2010. hit rate 0.061% among 320,000. Oxytocin receptor (Homo sapiens), P30559;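 active means activation above that plate's cutoff, the mean activation of tested compounds plus 3 SD, cut at about 6.6% in these data, passing the limit was not always enough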;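 further: 100% uses oxytocin at 75 nM as the full agonist control; some results filed as inactive read as strong as hits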
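Assay system: CHO-OTR cells, human receptor / Also added: oxytocin at about EC15, sub-maximal agonist stimulus / Dosing: single dose, 3.0 µM nominal final compound concentration / Incubation: 6 min pre-incubation, 100 s read / Technique: Fluo-8 calcium dye fluorescence / Read-out: % activation vs EC15 and EC100 oxytocin / Benchmarks: EC15 oxytocin low, 75 nM oxytocin high / Replicates: singlicate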
GalR3 antagonist: GalR3 antagonists in HEK293 cells, primary screen, cell-based, fluorescence readout; inhibition, % at 3 µM; HEK293 GalR3-CNG cAMP membrane potential fluorescence; galR3 body fused to GalR1 C-terminus; Galanin receptor type 3 (Homo sapiens), O60755; hit rate 0.44% among 360,000;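 active means inhibition above the screen-wide average plus 3 SD, cut at about 13% in these data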;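 further: forskolin and galanin both at EC90 stimulate the cells; cAMP rise reported by CNG channel membrane potential dye signal; 0% = forskolin plus galanin with DMSO and 100% = forskolin alone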
Target sequence (O60755 1-299 limits assumed): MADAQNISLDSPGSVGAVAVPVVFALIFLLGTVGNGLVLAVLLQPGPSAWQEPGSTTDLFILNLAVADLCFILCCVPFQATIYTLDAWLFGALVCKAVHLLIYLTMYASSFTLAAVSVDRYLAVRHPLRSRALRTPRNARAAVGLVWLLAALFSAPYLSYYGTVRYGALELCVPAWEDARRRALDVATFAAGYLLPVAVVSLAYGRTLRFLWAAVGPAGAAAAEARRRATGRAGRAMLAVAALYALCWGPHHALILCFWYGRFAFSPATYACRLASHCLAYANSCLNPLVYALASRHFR
* marks the source's active call; other numbers are inactive results; . = not tested or not shown. Rows are unselected; overall some 4.1% were active at least once.

SMILES	V1R ag counter	M18AAP inhibitor	NALP1 yeast inh	MEKK2 WT-MEK5	GPR7 antag	MEKK2 mut-MEK5	OXTR ag	OXTR potentiator	GalR3 antagonist
CSc1ccccc1C(=O)N1CCCCC1	0.2	3.7	-5.8	103.0	-11.9	2.0	0.1	-26.0	0.9
Nc1ccccc1Sc1ccccc1[N+](=O)[O-]	0.1	5.3	18.5	88.0	10.0	-4.0	-2.1	-3.6	-4.2
CCOC(=O)N1CCN(c2ccc(S(=O)(=O)N3CCOCC3)cn2)CC1	0.2	.	.	.	.	.	0.7	-5.6	-5.6
Cc1cc(NCCCn2ccnc2)n2nc(C)c(-c3ccccc3)c2n1	-0.5	-0.4	13.7	98.0	-8.2	1.0	-0.8	3.7	-2.9
O=C(CN1CCN(Cc2ccc3c(c2)OCO3)CC1)Nc1ccc(N2CCOCC2)cc1	-0.5	-3.6	17.9	87.0	-17.0	-11.0	1.7	1.8	-5.1
CCOC(=O)c1cc2c(C)[nH]c(C)c2cc(C(=O)OCC)c1=O	-0.1	6.5	4.1	106.0	-12.4	4.0	-1.2	-15.6	-2.1
CC(C)NC(=O)C1(S(=O)(=O)c2ccccc2)CC=CC1	-0.2	0.7	18.4	97.0	-2.9	0.0	-0.9	0.4	0.6
CCc1ccc[n+](-c2[nH]c(=O)sc2/C=N/NC([S-])=Nc2ccccc2)c1	4.0	27.5	2.3	114.0	5.1	18.0	1.6	-6.2	-5.1
CCOC(=O)C1CCN(C(=O)CSc2nc3ncccc3[nH]2)CC1	0.0	-8.3	4.8	100.0	-21.7	0.0	1.1	-3.1	-0.9
O=C(COC(=O)CCc1c[nH]c2ccccc12)NC(c1ccccc1)c1ccccc1	1.0	4.9	13.9	103.0	-0.6	0.0	2.5	0.9	-2.8
CCCCC(O)(CCCC)C(=O)NN(C(=O)OC)c1ccc(C)cc1	-2.6	-12.7	22.7	79.0	23.3*	-18.0	-2.2	-4.6	-3.3
CCOC(=O)c1ccccc1NC(=O)CN(c1ccccc1)S(=O)(=O)N(C)C	0.6	-1.2	23.5	94.0	-2.4	-4.0	-0.2	-5.8	-2.0
COc1ccc(C(=O)Nc2ccc3oc(-c4cccnc4)nc3c2)cc1OC	0.3	2.3	-0.5	85.0	3.6	-12.0	0.5	-5.6	-3.2
COc1cc(C(=O)Nc2sc(C(=O)N3CCOCC3)c(C)c2C#N)cc(OC)c1OC	0.8	0.0	13.1	.	-12.6	.	1.0	-2.4	-5.1
O=CC(=O)c1ccccc1	0.5	.	.	.	.	.	1.0	-7.1	1.7
O=C(O)/C=C/c1ccc(O)c(O)c1	0.7	81.7*	15.5	101.0	-11.5	2.0	-0.1	-3.0	.
CCC(C)(C)NC(=O)C(c1ccc(C)o1)N(Cc1cccs1)C(=O)Cn1nnc2ccccc21 (configuration not stated)	-1.7	-9.5	8.9	91.0	-15.3	-7.0	-1.4	-23.5	-7.0
CC1CCN(c2ccccc2NC(=O)c2cc3ccccc3o2)CC1	1.0	0.7	-0.4	98.0	-14.3	1.0	-0.5	1.2	-2.4
CCN1C(=O)c2cccc3c(NC(=O)c4ccc(OC)c(OC)c4)ccc1c23	1.5	-4.5	43.1	109.0	-6.2	11.0	0.8	-6.5	4.7
O=C(NCCCN1CCCC1=O)c1ccc(Cl)c(Cl)c1	0.8	-0.8	7.9	89.0	0.7	-13.0	0.4	-0.5	-2.0

Single records, from the list above. Values in the order: V1R ag counter, M18AAP inhibitor, NALP1 yeast inh, MEKK2 WT-MEK5, GPR7 antag, MEKK2 mut-MEK5, OXTR ag, OXTR potentiator, GalR3 antagonist
`CC1CCN(c2ccccc2NC(=O)c2cc3ccccc3o2)CC1` is entered as 1.0, 0.7, -0.4, 98.0, -14.3, 1.0, -0.5, 1.2, -2.4
`CCN1C(=O)c2cccc3c(NC(=O)c4ccc(OC)c(OC)c4)ccc1c23` is entered as 1.5, -4.5, 43.1, 109.0, -6.2, 11.0, 0.8, -6.5, 4.7
`CC(C)NC(=O)C1(S(=O)(=O)c2ccccc2)CC=CC1` is entered as -0.2, 0.7, 18.4, 97.0, -2.9, 0.0, -0.9, 0.4, 0.6
`Cc1cc(NCCCn2ccnc2)n2nc(C)c(-c3ccccc3)c2n1` is entered as -0.5, -0.4, 13.7, 98.0, -8.2, 1.0, -0.8, 3.7, -2.9
`CCc1ccc[n+](-c2[nH]c(=O)sc2/C=N/NC([S-])=Nc2ccccc2)c1` is entered as 4.0, 27.5, 2.3, 114.0, 5.1, 18.0, 1.6, -6.2, -5.1

(cont.)
SMILES	V1R ag counter	M18AAP inhibitor	NALP1 yeast inh	MEKK2 WT-MEK5	GPR7 antag	MEKK2 mut-MEK5	OXTR ag	OXTR potentiator	GalR3 antagonist
CC1Cc2ccccc2N1C(=O)CCS(=O)(=O)c1cccs1 (configuration not stated)	-0.5	3.8	23.9	104.0	-3.8	3.0	-1.2	-11.4	-3.0
COc1ccc2nc(NC(=O)CCc3ccc(OC)c(OC)c3)sc2c1	-0.1	0.2	9.0	103.0	-9.2	-1.0	-1.4	-10.7	-5.7
O=C(Nc1nc2ccccc2[nH]1)C1CC(=O)N(c2ccc3c(c2)OCCO3)C1 (configuration not stated)	-0.7	2.4	-16.4	102.0	-8.1	-3.0	-0.3	-3.3	-0.1
CCOC(=O)C1CCN(C(=O)CCCN2C(=O)c3ccccc3C2=O)CC1	-0.7	5.8	36.2	107.0	-7.7	1.0	0.1	-0.7	-3.7
CCOC(=O)c1cc(CC)sc1NC(=O)Cc1ccsc1	-1.0	-7.3	3.6	108.0	-25.0	3.0	-0.7	-5.2	2.8
O=C1CSC(c2cccc([N+](=O)[O-])c2)N1c1ccc(O)cc1 (configuration not stated)	-0.1	2.1	7.0	100.0	-11.3	-2.0	0.7	-8.2	-0.6
CN1CCCC1CCNc1ccc2oc3ccccc3c(=O)c2c1 (configuration not stated)	0.5	-0.2	9.0	107.0	-2.0	-3.0	1.4	-1.5	-12.8
Cc1ccc(SCCC(=O)Nc2cccc(N(C)S(C)(=O)=O)c2)cc1	2.9	5.4	-15.8	95.0	-11.0	-2.0	1.2	-20.2	-6.2
COc1cc(C#Cc2c(-c3cncn3C)n(C)c3ccc(-c4ccc(OC)c(OC)c4)cc23)cc(OC)c1	0.2	.	.	.	.	.	-0.2	-1.3	-2.4
Cc1ccc(NC(=O)COc2ccc(C(=O)c3ccccc3)cc2)c(O)c1	9.9	13.7	16.4	106.0	-7.9	4.0	6.7	-13.7	3.6
O=C(NC1CCCCC1)c1cc(C2CC2)nn1-c1ccccc1	-0.9	.	.	.	.	.	-1.6	5.6	-8.6
CC(C)C(=O)Nc1ccccc1C(=O)OCC(=O)c1ccc2c(c1)OCCO2	-0.3	-2.2	34.7	104.0	-9.3	12.0	-2.0	2.4	-9.8
CCCCc1nnc(NC(=O)CSc2nc(N)cc(=O)[nH]2)s1	0.9	-0.7	8.3	91.0	1.5	-15.0	-0.6	-5.7	0.9
Clc1cccc(-c2cc3nc4c(c(NCc5ccco5)n3n2)CCCC4)c1	-0.8	-2.3	6.3	116.0	-14.0	10.0	-1.2	-9.9	-0.8
Cc1ccc(NC(=S)NCCC2=CCCCC2)cc1	-0.8	-4.4	-1.1	107.0	-2.2	12.0	-2.2	-2.4	-3.9
Cc1cc(C(=O)COC(=O)c2ccc(NC(=O)CC#N)cc2)c(C)n1CCc1ccc(F)cc1	1.6	.	.	.	.	.	2.4	-2.6	-2.2
Fc1ccccc1Nc1n[nH]c(=S)s1	-0.3	17.5	-34.5	92.0	-5.6	-2.0	-0.8	-5.4	-4.2
CCN(CC)S(=O)(=O)c1ccc(C(=O)Oc2ccc3c(c2)OCO3)cc1	2.6	-5.6	6.2	92.0	-1.5	-2.0	0.6	-13.1	-3.3
O=C(Oc1ccc(Cl)cc1)c1ccc(N2CCOCC2)c([N+](=O)[O-])c1	3.6	-1.0	19.3	101.0	-6.8	1.0	3.5	-12.4	-5.2
O=C(OCCOc1ccccc1Cl)c1ccc(-n2cnnn2)cc1	4.2	-2.1	-0.3	97.0	17.2*	-2.0	2.6	-6.3	-3.9
COc1ccc(-n2nc(C(=O)NCC(=O)Nc3cc(OC)c(OC)c(OC)c3)c3ccccc3c2=O)cc1Cl	-1.3	-2.2	16.6	97.0	-0.4	3.0	-0.8	-17.6	-6.7
Cc1cc(Cl)ccc1NC(=O)CSc1nnc(Cc2cccs2)n1Cc1ccco1	0.4	-29.7	9.3	102.0	23.4*	4.0	-0.2	-4.9	-7.6
COc1ccc(/C(N)=N/OC(=O)CSc2ccccc2)cc1OC	-0.3	7.7	-3.1	113.0	3.6	6.0	-1.0	-4.2	-1.0
Cc1ccc(NC(=O)c2ccccc2OCC(=O)c2ccc(F)cc2)cc1	0.2	10.4	11.1	100.0	-0.6	1.0	-1.0	-4.4	-6.3
Cc1ccccc1NC(=S)N(CCc1c(C)[nH]c2ccc(F)cc12)Cc1cccnc1	1.4	0.6	-5.7	111.0	6.3	-1.0	0.6	-6.1	-5.5
COc1ccc(Cc2nnc(NC(=O)Nc3ccccc3OC)s2)cc1	3.7	-0.5	25.5	104.0	7.8	0.0	9.8	-4.3	-12.5
O=C(COc1ccc(NC(=O)c2ccccc2[N+](=O)[O-])cc1)c1ccc(F)cc1	3.8	-9.5	-0.1	101.0	-4.8	-3.0	4.3	-11.0	-3.6
C=CCC1(CC=C)CCCN1C(=O)c1cc(COc2ccc(C)nc2)on1	9.0	1.4	8.6	95.0	9.1	-1.0	7.3	-10.2	99.1*
O=C(Cc1ccc(Br)cc1)NNC(=O)c1cccs1	-0.6	.	.	.	.	.	0.6	-3.9	-3.2
C=C(C)C1CC=C(C)/C(=N/NC(=O)c2ccccc2[N+](=O)[O-])C1 (configuration not stated)	1.2	-1.4	-7.8	100.0	-9.1	5.0	1.9	-15.1	5.9
CCOC(=O)C1=C(c2ccccc2)NC(=O)NC1c1cc(Br)c(O)c(OC)c1 (configuration not stated)	0.2	8.7	-4.3	96.0	-8.7	-3.0	1.2	-7.0	-3.1
COc1ccc(OC)c(Nc2nc(-c3ccncc3)nc3ccccc23)c1	.	-13.4	13.1	107.0	-5.0	0.0	.	.	-11.1
C/C(Cn1nnc2ccccc21)=N\NC(=O)c1ccc(Br)cc1	-0.7	-6.4	27.1	105.0	6.3	-2.0	-1.5	-4.5	-3.2
Cc1ccc2c(COC(=O)CNC(=O)c3ccccc3)cc(=O)oc2c1	3.6	2.3	9.8	103.0	0.6	0.0	2.2	-10.9	-3.4
Cc1ccc(C)c(OCC(=O)Nc2nc3ccc([N+](=O)[O-])cc3s2)c1C	2.2	-2.8	5.8	95.0	-2.9	-1.0	1.3	-4.5	-5.8
